Source: PubChem BioAssay
IMP-1 inh: blocks Pseudomonas aeruginosa IMP-1 metallo-beta-lactamase; inhibition, % at 5.6 µM; AID 1556; purified IMP-1, nitrocefin hydrolysis, epi-absorbance fluorescence; 290,000 compounds, 0.45% hits;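 active = inhibition above the mean plus 3 SD of all compounds in the same screening run, cut at about 4.5% in these data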;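 also: 0% = IMP-1 with DMSO and 100% = DMSO wells lacking enzyme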
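system = purified recombinant IMP-1 beta-lactamase | amount = 0.2 nM IMP-1, as dispensed | medium = HEPES buffer pH 7.1 with ZnSO4 and Brij 35 | times = 25 °C, 15 min preincubation, 25 min reaction | detection = plate fluorescence quenching by hydrolysis product, ex 480/em 530 nm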
VIM-2 inhibitor: inhibitors of Pseudomonas aeruginosa VIM-2 metallo-beta-lactamase; inhibition, % at 5.6 µM; 290,000 compounds, 0.89% hits; AID 1527; purified VIM-2, nitrocefin hydrolysis, epi-absorbance fluorescence;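 active = inhibition above the mean of all tested compounds plus 3 SD, cutoff set per screening run, cut at about 7.5% in these data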;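 also: red hydrolysis product quenches plate fluorescence so inhibitors raise well fluorescence; 0% = enzyme with DMSO and 100% = DMSO without enzyme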
PHOSPHO1 block: inhibitors of human PHOSPHO1 phosphatase; Q8TCT1; recombinant PHOSPHO1, absorbance phosphatase assay; inhibition, % at 13.3 µM; 290,000 compounds, 1.1% hits; AID 1565; in the data active = inhibition above about 60%
Target sequence (Q8TCT1 whole entry, looked up): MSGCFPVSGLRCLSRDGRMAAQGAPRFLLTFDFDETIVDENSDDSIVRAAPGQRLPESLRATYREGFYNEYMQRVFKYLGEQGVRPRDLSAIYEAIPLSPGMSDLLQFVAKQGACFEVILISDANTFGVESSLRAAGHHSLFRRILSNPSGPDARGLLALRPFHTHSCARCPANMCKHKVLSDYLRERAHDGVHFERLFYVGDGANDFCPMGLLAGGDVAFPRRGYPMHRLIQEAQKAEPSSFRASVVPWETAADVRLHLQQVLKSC
PfM18AAP inh: blocks P. falciparum M18 aspartyl aminopeptidase. recombinant PfM18AAP, H-Glu-NHMec fluorogenic cleavage. inhibition, % at 7.35 µM. 290,000 compounds, 1.2% hits. AID 1822;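 active = inhibition above the campaign mean inhibition over all tested compounds plus 3 SD, cut at about 28% in these data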;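 also: 0% = plate median of test compound wells and 100% = 2 mM ZnCl2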
p-CIP stab down: compounds decreasing mouse p/CIP protein stability | 290,000 compounds, 0.01% hits | decrease of EGFP signal, % at 10 µM | Q05BA5 | F442A p/CIP-EGFP cells, EGFP fluorescence, 16 h;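 active = EGFP signal decrease of at least 30% at 10 µM or well 3 SD below plate mean, unless failing retest; inactive = the rest, including hits failing retest or dose response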; also: some compounds called inactive have numbers as strong as hits; many of its hits are not listed in these tables
GPR7 antag: antagonists of human GPR7 (neuropeptides B/W receptor 1); P48145; inhibition, % at 4.4 µM; GPR7-expressing cells, fluorescence antagonist assay; 290,000 compounds, 1.1% hits; in the data active = inhibition above about 16%, passing the limit was not always enough;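 also: cells stimulated with the agonist NPW; 0% = agonist with vehicle and 100% = vehicle without agonist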
Target sequence (P48145 whole entry, looked up): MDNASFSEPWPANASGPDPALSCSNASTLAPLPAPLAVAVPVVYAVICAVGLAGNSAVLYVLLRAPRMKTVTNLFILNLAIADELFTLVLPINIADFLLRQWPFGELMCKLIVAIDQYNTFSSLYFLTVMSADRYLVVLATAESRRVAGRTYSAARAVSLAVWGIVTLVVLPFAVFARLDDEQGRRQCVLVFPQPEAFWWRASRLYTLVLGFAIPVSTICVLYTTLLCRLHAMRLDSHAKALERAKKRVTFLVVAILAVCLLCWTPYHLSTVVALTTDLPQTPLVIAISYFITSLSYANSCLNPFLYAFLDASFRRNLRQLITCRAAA
IDE act: IDE (human) activation, cell-based | P14735 | HEK cells, FAbeta-B cleavage, fluorescence polarization; 0% vehicle, 100% cell-free pure enzyme wells | activation, % at 5.96 µM | 340,000 compounds, 0.073% hits | AID 493087;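 active = activation above the mean of all tested compounds plus 3 SD, set per screening campaign, cut at about 17% in these data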
IDE cell inh: cellular human IDE inhibition; HEK cells, FAbetaB cleavage, fluorescence polarization; inhibition, % at 5.59 µM; 320,000 compounds, 0.41% hits; AID 434962;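 active = percent inhibition above the average of all tested compounds plus 3 SD, set per screening campaign, cut at about 16% in these data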;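 also: IDE supplied by intact live HEK cells; FP after avidin binding of uncleaved biotin substrate so inhibition keeps polarization high; 0% = DMSO wells and 100% = 60 µM reference IDE inhibitor Ii1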
NALP1 yeast inh: blocks the NALP1 inflammasome reconstituted in yeast; 280,000 compounds, 0.61% hits; S. cerevisiae NALP1/ASC/caspase-1 growth, X-gal OD620, 72 h; inhibition, % at 10 µM; in the data active = inhibition mostly above about 24%, no sharp cut-off; inactive = mostly below about 32%; also: some compounds called inactive have numbers as strong as hits
* = called active by the depositor; . = no result given.

No.	NALP1 yeast inh	IDE cell inh	IMP-1 inh	p-CIP stab down	GPR7 antag	IDE act	PHOSPHO1 block	VIM-2 inhibitor	PfM18AAP inh	SMILES
1	-2	2	0.3	2	-4	.	33	3.0	6	CN(C)c1cc(-c2ccc(C#N)cc2)oc(=O)c1Cl
2	16	-1	-1.0	12	1	0	-5	1.1	0	Cn1c(/N=C/c2cccs2)nc2ccccc21
3	15	8	-3.9	-10	-4	4	36	-1.1	2	COc1ccc(CN2CCN(Cc3c[nH]c4ccccc34)CC2CCO)c(F)c1 (stereo unspecified)
4	-11	0	-0.7	-5	2	7	28	-1.6	10	COc1cccc(CN=C2Nc3ccccc3CS2)c1
5	21	-2	-0.1	-5	10	3	14	-1.9	-7	COc1cccc(N(CC(=O)N2CCc3ccccc3C2)S(C)(=O)=O)c1
6	0	3	-2.5	-7	-1	3	32	-0.2	0	CN(C)S(=O)(=O)c1ccc(N=Cc2c(C(F)(F)F)[nH][nH]c2=O)cc1
7	16	-4	-3.1	2	-6	10	-17	-2.6	1	Cc1cc(/C=N/n2c(COc3ccccc3)nc3ccccc3c2=O)c(O)c([N+](=O)[O-])c1
8	-14	1	-1.9	5	-14	1	22	1.1	-6	O=C(O)c1c2c(nc3ccccc13)/C(=C/c1cccc([N+](=O)[O-])c1)CCC2
9	-8	-3	-2.4	-8	-2	1	32	-1.1	-4	C[C@H](NC(=O)[C@@H]1Cc2ccccc2CN1)C(=O)NC1CCCC1
10	2	-3	-2.1	4	-3	3	-2	0.1	-7	COC(=O)c1ccc(/C=N/NC(=S)NCCN2CCOCC2)cc1
11	4	6	-4.1	6	-7	5	-12	-0.5	-7	CC(=O)Nc1nnc(SCC(=O)NCCOc2ccccc2)s1
12	23	-3	-1.7	0	6	3	11	-3.6	-1	CN(C)CCNC(=O)CNC(=S)N(Cc1ccccc1)Cc1ccccc1F
13	4	-3	-1.0	5	-9	2	-10	-1.6	-4	CN(C)S(=O)(=O)c1cc(C(=O)OCCn2cnc3c2c(=O)n(C)c(=O)n3C)ccc1Cl
14	2	-3	-1.8	-6	-12	.	17	-4.2	16	S=C(NNC(=S)NC1CC2CCC1C2)NC1CC2C=CC1C2 (stereo unspecified)
15	13	5	-0.5	7	-5	2	-15	-0.2	-1	O=C1CCCCN1CCCC(=O)N1CCCC(Nc2ccc(F)c(F)c2)C1 (stereo unspecified)
16	-8	-7	-2.1	20	-1	3	16	0.1	-2	O=C(O)c1ccc(C=C(c2nc3ccccc3s2)c2nc3ccccc3s2)cc1
17	18	2	-2.7	-14	-12	2	18	-1.8	-10	CCOC(=O)c1cc(S(=O)(=O)Nc2ccc(OC)cc2OC)cn1C
18	-16	-1	-0.7	1	-9	3	11	0.1	-20	CC(C)NS(=O)(=O)c1cc(F)ccc1CN1C(=O)c2cccnc2C1=O
19	34	6	-4.4	-6	1	4	3	-0.2	-10	CC1CCCCN1C(=S)NCc1ccccc1 (stereo unspecified)
20	21	2	-1.2	-10	-5	4	10	0.1	1	O=C(O)c1ccc(NS(=O)(=O)c2ccc(N3CCCC3)c([N+](=O)[O-])c2)cc1
21	9	2	-1.7	-12	2	3	31	0.6	-16	CC1C=CCC2C(=O)N(c3cccc(C(=O)Nc4ccc(Br)cc4)c3)C(=O)C12 (stereo unspecified)
22	9	-4	-4.4	0	-3	7	-27	-1.3	0	Clc1ccc(OCCn2cnc3ccccc32)cc1
23	-2	-2	-1.8	-5	5	5	37	-0.1	-1	CN(Cc1cccs1)C(=O)c1ccc(S(=O)(=O)N2CCCCC2)cc1
24	12	1	-1.6	3	-9	-2	.	-1.6	0	CN(Cc1ccc(C#CCCO)cc1)CC1CCCN(CCc2ccc(Cl)cc2)C1 (stereo unspecified)
25	-14	0	-2.3	-1	-14	1	-4	-0.7	5	CC(C)N1C(=O)CCC1C(=O)NCc1ccco1 (stereo unspecified)
26	5	4	2.6	3	0	4	12	0.9	-14	CCOc1ccccc1-n1c(SCC(=O)N2CCOCC2)nnc1-c1ccccn1
27	-7	1	-3.3	-13	-11	0	9	2.1	2	COc1cc([N+](=O)[O-])ccc1N1C(=O)CC(Sc2nccc(C)n2)C1=O (stereo unspecified)
28	0	0	-3.2	-6	-2	2	27	-1.1	7	COc1ccccc1C(=O)Nc1nnc(-c2ccc(F)cc2)s1
29	21	0	-2.9	-3	2	.	14	-1.0	-3	CCOc1cccc(C2c3c(oc4ccccc4c3=O)C(=O)N2c2ccccn2)c1 (stereo unspecified)
30	-1	-2	-1.2	-1	-5	-4	-10	1.4	-10	O=C1NC2NC(=O)N(C(Cc3ccccc3)C(=O)O)C2N1 (stereo unspecified)
31	29	-2	-1.2	0	-13	-1	35	-0.3	3	Cc1ccc(OCC(=O)Nc2cc(C(C)(C)C)on2)cc1C
32	25	1	0.4	-11	3	2	-3	1.1	-14	CCOC(=O)C(CC)Sc1nc2c(cnn2-c2ccccc2)c(=O)[nH]1 (stereo unspecified)
33	12	6	.	-13	.	.	-33	.	.	COc1cc(OC)cc(-n2c3nc4ccccc4nc3c3c(=O)n(CC4CCCO4)cnc32)c1 (stereo unspecified)
34	4	-7	-3.2	-10	-17	-3	-7	-2.8	7	CCOc1cc(S(=O)(=O)NC2CCCCCC2)ccc1F
35	-7	1	-2.3	-23	7	1	14	-3.5	3	Clc1cccc(CNc2nnnn2-c2ccccc2)c1
36	2	0	-4.4	9	-3	2	-1	-1.7	2	Cc1cccc(NC(=O)c2ccc3c(Cl)c4c(nc3c2)CCCC4)n1
37	.	7	-5.0	5	-6	2	1	-1.5	0	CCOC(=O)Nc1ccc(NC(=O)OCC)cc1
38	6	3	-1.9	11	-7	2	-12	-1.6	9	Brc1csc(C=Nc2ccc3c(c2)OCCOCCOCCOCCO3)c1
39	-9	1	-0.8	-12	13	2	14	0.8	1	O=C(NCCCNc1ccc(C(F)(F)F)cc1[N+](=O)[O-])c1ccc(Cl)cc1
40	5	5	-2.2	-7	-15	-3	26	-2.1	5	CCn1c(SCC(=O)N(C)c2ccccc2)nc2c([nH]c3ccccc32)c1=O
41	4	-5	3.9	2	-5	4	34	0.8	17	Cc1cccc(NC(=S)NC(=O)CCc2ccccc2)c1C
42	5	4	-1.6	-6	-12	3	1	-2.4	-4	N#Cc1nc(-c2ccc(F)cc2)oc1N1CCC(C(N)=O)CC1
43	.	-2	-3.2	-4	-10	-1	30	-0.5	-2	COc1ccc2c(c1)c(CC(=O)OCC(N)=O)c(C)n2C(=O)c1ccc(Cl)cc1
44	.	5	-1.9	2	-6	2	25	-2.5	5	CSc1ncccc1C(=O)Nc1ccc2nc(C)sc2c1
45	11	-5	-2.7	-3	22	4	.	-2.9	3	Cn1cccc1-c1nc2ccc([N+](=O)[O-])cc2[nH]1
46	25	1	-0.9	-7	-13	6	4	-2.7	2	COCCOC(=O)C1=C(C)NC(C)=C(C(=O)OC(C)C)C1c1cccc([N+](=O)[O-])c1 (stereo unspecified)
47	-11	.	-2.5	14	-5	1	.	-2.8	-8	Cc1ccccc1CC1CCN(CCCNC(=O)Nc2ccccc2)CC1
48	27	0	0.8	-10	35*	4	24	0.4	11	O=C(c1ccccc1)N(Cc1cccc(Br)c1)C1CCS(=O)(=O)C1 (stereo unspecified)
49	16	2	-2.0	11	-7	4	51	0.2	-17	O=C(CSc1ccc(-c2ccco2)nn1)Nc1ccc(F)cc1
50	8	5	-0.8	-4	8	-1	18	-1.0	-6	COC(=O)c1cc2oc3ccccc3c2n1Cc1ccccn1
51	3	3	3.4	-10	-13	-1	-9	0.8	32*	COc1ccc(/C=C2\SC(=S)N(N3C(=O)CCC3=O)C2=O)cc1O
52	6	13	-4.3	9	-1	4	2	-2.7	-2	COc1ccc(N(C(=O)c2snc(C(N)=O)c2N)C(C(=O)NC2CCCC2)c2cccs2)cc1OC (stereo unspecified)
53	-1	-2	-4.4	-8	-10	-1	-8	-3.2	1	Cc1cc(NS(=O)(=O)c2cccs2)no1
54	26	36*	-6.0	-5	46*	-32	18	-0.2	85*	Oc1cc(-n2cccn2)c(O)cc1-n1cccn1
55	28	4	-1.7	-4	-11	4	1	-1.8	5	C[N+]1(CCCOC(=O)C2(c3ccccc3)CCCC2)CCOCC1
56	11	3	-3.9	-4	-4	4	17	-5.3	-3	O=C(Cn1c(=O)n(CCCC(=O)NC2CCCC2)c(=O)c2ccccc21)NCCC1=CCCCC1
57	-3	.	-1.1	-9	-8	6	43	-3.7	5	Cc1ccc(NC(=O)C(C)Sc2nnc(C)n2CC2CCCO2)cc1 (stereo unspecified)
58	17	6	-3.6	-21	-6	7	-12	-2.6	-11	CCOC(=O)c1c(C)[nH]c(C(=O)COC(=O)COc2ccc(OC)cc2)c1C
59	-2	0	-1.5	-17	8	-1	36	-1.6	-1	COc1ccc(S(=O)(=O)N2CCC(C(=O)NCCc3ccccc3)CC2)cc1
60	2	-2	-2.9	-2	-3	0	28	-1.3	-10	COc1ccc(S(=O)(=O)NC2CCSc3ccccc32)cc1NC(C)=O (stereo unspecified)
61	1	-1	-0.3	2	2	-5	1	6.8	40*	COc1ccc(CC(=O)NCc2n[nH]c(=S)n2-c2cccc(C)c2)cc1
62	13	1	-3.4	-8	2	5	17	-3.0	-11	Cc1ccc(SCC(=O)NCc2cccnc2)cc1

Gathered by group, the compounds so far containing a CF3 group
No.	NALP1 yeast inh	IDE cell inh	IMP-1 inh	p-CIP stab down	GPR7 antag	IDE act	PHOSPHO1 block	VIM-2 inhibitor	PfM18AAP inh	SMILES
6	0	3	-2.5	-7	-1	3	32	-0.2	0	CN(C)S(=O)(=O)c1ccc(N=Cc2c(C(F)(F)F)[nH][nH]c2=O)cc1
39	-9	1	-0.8	-12	13	2	14	0.8	1	O=C(NCCCNc1ccc(C(F)(F)F)cc1[N+](=O)[O-])c1ccc(Cl)cc1
